aSyn UTR inh – 5' untranslated region of α-synuclein, MLPCN primary screen; inhibition, % (tested at 7.5 µM); hit rate 0.82% among 300,000; alpha-synuclein 5'UTR reporter, inhibitor activity; in the data active = inhibition above about 60%;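 also: H4 neuroglioblastoma cells stably carrying SNCA 5'UTR luciferase fusion; 0% = DMSO wells and 100% = positive control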
GSK3 alpha inh – inhibitors of human GSK-3 alpha kinase | P49840 | ADP-Glo luminescence, 60 min | inhibition, % at 10 µM | hit rate 0.1% among 320,000 | AID 2650;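 in the data active = inhibition above about 50%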;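 also: GST-tagged GSK-3 alpha with peptide substrate and 25 µM ATP; 0% = DMSO neutral wells and 100% = GW8510 positive control wells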
Target sequence (P49840 whole entry, looked up): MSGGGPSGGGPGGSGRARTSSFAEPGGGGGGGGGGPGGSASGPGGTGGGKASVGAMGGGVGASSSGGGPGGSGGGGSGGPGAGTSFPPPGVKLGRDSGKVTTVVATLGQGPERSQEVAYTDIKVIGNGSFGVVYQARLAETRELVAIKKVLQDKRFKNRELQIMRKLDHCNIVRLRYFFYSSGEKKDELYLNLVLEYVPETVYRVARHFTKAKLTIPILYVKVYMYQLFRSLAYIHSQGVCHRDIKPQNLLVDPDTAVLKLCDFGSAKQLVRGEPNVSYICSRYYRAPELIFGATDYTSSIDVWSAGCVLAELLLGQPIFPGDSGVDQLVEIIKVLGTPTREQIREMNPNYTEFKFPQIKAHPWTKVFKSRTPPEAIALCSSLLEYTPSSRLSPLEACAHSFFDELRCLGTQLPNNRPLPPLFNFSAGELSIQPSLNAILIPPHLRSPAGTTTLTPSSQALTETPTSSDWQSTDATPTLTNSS
AI-2 QS mod – modulators of Vibrio harveyi AI-2 quorum sensing system; Vibrio harveyi JMH597 AI-2 luminescence/OD600 ratio, 9 h; active compounds read low; strain lacks LuxN and CqsS sensors; 0 = neutral-control median; activity change, % at 7.5 µM; hit rate 0.4% among 300,000; in the data active = activity change below about -75%, passing the limit was not always enough;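 also: luminescence divided by OD600 gain over 9 h not by final OD600 alone; inactives centre near 13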
HSF-1 act – increases HSF-1 driven luciferase reporter signal. NIH3T3-HGL HSF-1 luciferase reporter, MG132, 8 h; 100% = twice DMSO control signal. activation, % at 9 µM. hit rate 1.7% among 300,000;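 active = mean replicate activation of at least 50% with a set share of replicates each reaching 50%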;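 also: 0% = median of the neutral control wells and 100% = twice that signal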
KLF5 inhibitor – kruppel-like factor 5 inhibition. AID 1700. inhibition, % at 5 µM. hit rate 0.23% among 290,000. DLD-1 KLF5 promoter-luciferase reporter, luminescence;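 active = inhibition above a per-plate limit of that plate's mean compound inhibition plus 3 SD, cut at about 60% in these data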;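 also: 0% = DMSO wells and 100% = LY294002 at 200 µM; higher means less KLF5 promoter-driven luciferase light; inactives centre near -14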
HSF1 inh – HSF1 inhibition; hit rate 0.77% among 300,000; activity change, negative = inhibition, % at 7.5 µM (by protocol); NIH3T3-HGL HSE-luciferase, MG132-induced, luminescence 8 h; active compounds read low;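 active = more than half of replicate wells show activity change below -50%, luminescence cut by over half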;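 also: luciferase reports HSF-1 transcriptional activity via heat shock element; 0% = median of DMSO wells and -100% = zero luminescence signal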
GSK3B inh – inhibitors of human GSK3beta kinase; GST-GSK3beta kinase, ADP-Glo luminescence, 60 min; active compounds read low; activity score (negative = inhibition), % at 10 µM; hit rate 0.038% among 300,000; AID 2097;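 active = more than half of replicate wells score below -50%, meaning over 50% inhibition versus plate controls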;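 also: 0% = median DMSO wells and -100% = median GW8510 positive control wells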
Target sequence (P49841 whole entry, looked up): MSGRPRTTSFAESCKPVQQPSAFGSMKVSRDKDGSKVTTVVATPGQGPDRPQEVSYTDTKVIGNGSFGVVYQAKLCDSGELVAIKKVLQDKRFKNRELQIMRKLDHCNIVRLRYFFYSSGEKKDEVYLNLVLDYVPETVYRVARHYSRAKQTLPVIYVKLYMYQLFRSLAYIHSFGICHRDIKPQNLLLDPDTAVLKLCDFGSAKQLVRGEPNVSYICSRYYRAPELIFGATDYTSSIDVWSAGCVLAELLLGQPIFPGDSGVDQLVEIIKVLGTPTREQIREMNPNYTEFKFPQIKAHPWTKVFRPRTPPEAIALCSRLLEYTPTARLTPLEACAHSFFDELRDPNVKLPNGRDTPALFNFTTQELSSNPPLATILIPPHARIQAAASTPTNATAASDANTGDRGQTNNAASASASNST
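Assay system: GST-tagged human GSK3beta kinase, cell-free; Input: 1.6 ng GSK3beta; Medium: Tris/MgCl2 kinase buffer; Timing: 60 min enzyme reaction, room temperature; Signal: ADP-Glo luminescence quantifying ADP generated by kinase; Evaluation: score relative to plate controls; Benchmarks: DMSO neutral wells and GW8510 at 20 µM as positive.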
PolyA inhibitor – yeast polyadenylation inhibition; S. cerevisiae SKY197-pL101 polyadenylation reporter, beta-gal luminescence; efflux-impaired pdr1/pdr3 knockout yeast; score 100 = 6 SD above DMSO; calls only at 12 µM; hit rate 0.02% among 300,000;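 active = lowest replicate activity score at least 50, where 100 means six control SD above control mean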;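 also: yeast exposed to compound for 9 h at 30 °C; higher score means more reporter readthrough which indicates perturbed polyadenylation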
IEC-6 tox – kills IEC-6 intestinal cells in KLF5 counter-screen; IEC-6 cytotoxicity, luminescence viability; inhibition, % at 5 µM; hit rate 0.78% among 290,000; AID 1825; in the data active = inhibition above about 22%;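 also: 0% = plate median of test compound wells and 100% = cytotoxic reference compound wells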
HSP90 inh – HSP90 refolding inhibition in rabbit reticulocyte lysate; luciferase refolding luminescence, 3 h; hit rate 0.91% among 290,000; inhibition, % at 5.6 µM; AID 1789;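 active = inhibition above the screen-wide mean plus 3 SD, computed separately per campaign, cut at about 16% in these data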;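 also: 0% = DMSO wells and 100% = 60 µM geldanamycin wells; inhibitors lower the luminescence because luciferase stays unfolded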
Numbers without * were called inactive; i = inactive; / = no result given. The list is partial (hit frequency here may not be typical).

SMILES	aSyn UTR inh	GSK3 alpha inh	AI-2 QS mod	HSF-1 act	KLF5 inhibitor	HSF1 inh	GSK3B inh	PolyA inhibitor	IEC-6 tox	HSP90 inh
CSc1snc(SCC(N)=O)c1C#N	14	3	27	20	2	-2	1	i	1	2
C#Cc1ccc(CN2CCN(CCCc3ccccc3)C(CCO)C2)cc1 (stereo unspecified)	-11	0	6	2	22	5	3	i	5	4
O=C(CCN1CCOCC1)c1ccccc1	1	-2	10	-4	11	-4	1	i	-9	-1
O=C(NNc1cc(N2CCOCC2)nc(N2CCOCC2)n1)c1ccc(Cl)c(Cl)c1	-4	-7	4	0	-27	0	-1	i	-4	1
Cn1c2ccccc2c(=O)c2c(=O)n(Cc3ccco3)c(COc3ccccc3)nc21	30	-2	9	17	-30	2	3	i	-1	1
CC(C)(CSc1ccccn1)NS(=O)(=O)c1ccccc1	21	2	11	-3	-20	0	-1	i	2	-8
CCOc1ccc(OCCC(=O)OCC(=O)NNC(=O)c2ccccc2)cc1	2	-1	220	-3	/	-4	-2	i	/	/
CCn1c(SCC(=O)Nc2cccc(NC(C)=O)c2)nnc1-c1ccco1	-4	-1	20	8	-14	1	-1	i	1	4
COc1ccc(CNC(=O)C2CCN(C(=O)c3sccc3-n3cccc3)CC2)cc1	9	/	0	4	4	2	1	i	0	2
CC(C)OC(=O)CSc1nc(-c2ccc(F)cc2)cc(C(F)(F)F)n1	-4	-1	2	-4	-8	6	-3	i	-4	-1
COc1cccc(NC(=O)CN2CCN(C(=O)c3ccco3)CC2)c1	-8	-1	0	5	-13	3	0	i	2	2
O=C(NCc1ccccc1Cl)c1ccccc1CCc1ccccc1	-5	/	13	6	-8	8	-4	i	-8	7
Cc1ccc(SCc2cc(=O)n(C)[nH]2)cc1	3	-3	11	10	-7	7	5	i	4	8
CCOC(=O)C1=C(O)C(=O)N(Cc2cccnc2)C1c1ccc(OC)cc1 (stereo unspecified)	15	0	27	-2	-25	-10	5	i	-4	-6
COc1cc(Cl)ccc1NC(=O)COc1ccccc1C(=O)N1CCN(c2ccc(O)cc2)CC1	45	0	24	13	2	6	1	i	-4	-5
CCN1CCN(C(=O)c2cc3c(OC)c(OC)c(OC)cc3[nH]2)CC1	-9	-1	26	-1	-6	-2	1	i	4	-4
COc1cccc(-c2cc(C(=O)N3CCCCC3C)no2)c1 (stereo unspecified)	-162	-3	-54	31	-165	17	0	i	0	-1
O=C(O)c1[nH]c2ccccc2c1C(c1cc(Cl)cc([N+](=O)[O-])c1O)c1c(C(=O)O)[nH]c2ccccc12	13	-13	57	-8	3	-9	2	i	-2	-8
Cc1noc(C)c1COc1ccc(C(=O)N2CCN(c3ccccn3)CC2)cc1	-13	-4	37	0	/	-1	3	i	/	/
CC(Oc1cccc(Cl)c1)C(=O)NCCCCc1ccccc1 (stereo unspecified)	-15	-1	20	-1	-14	3	5	i	4	5
Cc1nnc(SCc2cccc([N+](=O)[O-])c2)s1	-38	0	8	14	-30	14	-3	i	0	-2
Cn1cccc1/C=C1\SC(=S)N(NC(=O)c2ccc(Cl)cc2)C1=O	/	1	/	/	9	/	/	/	-2	1
O=C(CSc1nnnn1C1CCCCC1)NNC(=O)c1ccco1	25	-1	9	-15	13	-6	1	i	-1	2
COc1ccc(N2CCN(c3nc4ccccc4n3CC(=O)c3ccccc3)CC2)cc1	-11	-2	-1	15	-7	-1	2	i	2	3
CCOc1ccc(C(=O)Nc2sc3c(c2C(=O)OC)CC(C)(C)NC3(C)C)cc1	-8	-1	12	-2	-18	-5	0	i	5	3

Compounds shown so far that have a furan ring, fused or not, in the order listed:
SMILES	aSyn UTR inh	GSK3 alpha inh	AI-2 QS mod	HSF-1 act	KLF5 inhibitor	HSF1 inh	GSK3B inh	PolyA inhibitor	IEC-6 tox	HSP90 inh
Cn1c2ccccc2c(=O)c2c(=O)n(Cc3ccco3)c(COc3ccccc3)nc21	30	-2	9	17	-30	2	3	i	-1	1
CCn1c(SCC(=O)Nc2cccc(NC(C)=O)c2)nnc1-c1ccco1	-4	-1	20	8	-14	1	-1	i	1	4
COc1cccc(NC(=O)CN2CCN(C(=O)c3ccco3)CC2)c1	-8	-1	0	5	-13	3	0	i	2	2
O=C(CSc1nnnn1C1CCCCC1)NNC(=O)c1ccco1	25	-1	9	-15	13	-6	1	i	-1	2

Pulled by compound from the entries so far:
SMILES	aSyn UTR inh	GSK3 alpha inh	AI-2 QS mod	HSF-1 act	KLF5 inhibitor	HSF1 inh	GSK3B inh	PolyA inhibitor	IEC-6 tox	HSP90 inh
Cn1c2ccccc2c(=O)c2c(=O)n(Cc3ccco3)c(COc3ccccc3)nc21	30	-2	9	17	-30	2	3	i	-1	1
CSc1snc(SCC(N)=O)c1C#N	14	3	27	20	2	-2	1	i	1	2
Cc1nnc(SCc2cccc([N+](=O)[O-])c2)s1	-38	0	8	14	-30	14	-3	i	0	-2

Following part:
SMILES	aSyn UTR inh	GSK3 alpha inh	AI-2 QS mod	HSF-1 act	KLF5 inhibitor	HSF1 inh	GSK3B inh	PolyA inhibitor	IEC-6 tox	HSP90 inh
COc1ccc(C(=O)NCc2nnc(SCC(=O)N3CCCC3)o2)cc1	1	-1	10	9	12	-4	0	i	-2	1
Cn1nc(C(=O)N2CCOCC2)c([N+](=O)[O-])c1C(=O)N1CCOCC1	22	-1	11	/	0	/	-8	i	-4	0
Cc1ccc(OCC(=O)Nc2ccc3c(c2)nc(CCN2CCOCC2)n3C)cc1	3	-3	1	32	-13	25	0	i	-2	0
CC(C)Cc1ccc(/C=C/C(=O)NC2CC2)cc1	-108	-1	11	41	-97	14	2	i	0	-8
CCc1ccc(-c2cc(C)no2)cc1S(=O)(=O)N1CCN(c2ccccc2OC)CC1	9	0	11	15	-15	0	1	i	-3	0
CCOc1ccc(NC2=NCCC(=O)N2Cc2cccs2)cc1	-9	-2	16	8	-25	-3	6	i	-3	3
Cc1cc(C(=O)Nc2ccccc2N2CCCCC2)no1	-10	0	12	1	-13	-2	1	i	1	2
O=C(CN(Cc1ccccc1)C1=NCCS1)c1ccc(Cl)cc1	-23	0	14	10	-26	6	0	i	-5	-2
COc1cc(C2CC(=O)N(CC(=O)NCC3CCCO3)c3ccccc3S2)cc(OC)c1OC (stereo unspecified)	33	6	3	-15	-1	-4	4	i	-3	1
FC(F)(F)c1nc2ccccc2n2c(-c3c(Cl)cccc3Cl)nnc12	20	0	1	-14	-3	-7	-5	/	7	3
Cc1nc2sc(C(c3ccco3)N3CCC4(CC3)OCCO4)c(O)n2n1 (stereo unspecified)	4	-2	16	-18	-18	0	3	i	-1	7
Cc1ccc(NC(=S)Nc2ccc(F)cc2)cc1	-60	1	-4	24	-7	3	0	i	3	2
NS(=O)(=O)c1ccc(CCNC(=O)Nc2ccc(Cl)c(Cl)c2)cc1	3	6	13	18	-5	8	-1	i	-2	-8
Cc1ccc(S(=O)(=O)N(CC(=O)Nc2cc(C)ccc2C)C(=O)N2CCN(C)CC2)cc1	1	-1	17	-1	/	-1	-10	i	/	/
CCc1ccc2nc(NC(=O)c3ccc4c(=O)[nH]c(CN5CCOCC5)nc4c3)sc2c1	-107	-1	15	19	7	4	2	i	-4	-5
CCCN(CC(=O)Nc1ccc(C(N)=O)cc1)CC(=O)Nc1ccccc1C	-20	-2	25	-2	15	-5	-2	i	-6	-3
Cc1ccc(NC(=O)CN2CCC(NC(=O)Cc3ccccc3)CC2)c(C)c1	14	-1	7	15	-2	2	0	i	-1	2
CCOCCCNC(=O)C(c1ccc(C)cc1)N(Cc1cccs1)C(=O)CNC(C)=O (stereo unspecified)	-8	-1	-4	6	-5	-4	1	i	-3	-1
O=C(Nc1ccc(Br)cc1Cl)c1cnccn1	-70	1	20	15	-68	9	4	i	3	-4
COCCn1nnnc1SCC(=O)Nc1ccc2c(c1)OCO2	-8	0	5	4	3	6	-1	i	6	2
Cc1ccccc1-n1ncc2c([N+](=O)[O-])cc([N+](=O)[O-])cc21	10	1	39	-5	5	6	2	i	-2	-2
O=C(NC1CCCC1)c1cc(-c2ccc(Cl)cc2)on1	-234	-3	10	33	-146	29	-5	i	4	0
COCc1cc(C)nc(OCC(=O)N/N=C/c2ccc(-c3cc([N+](=O)[O-])ccc3Cl)o2)c1C#N	10	-1	20	-7	-9	1	-1	i	7	2
COc1ccccc1CN1CCNC(=O)C1CC(=O)N(C)Cc1cnccn1 (stereo unspecified)	14	/	5	-9	-14	-5	-5	i	-2	5
COc1cccc(NC(=O)C(C)N2C(=O)c3ccccc3S2(=O)=O)c1 (stereo unspecified)	-2	-4	-4	3	/	-1	2	i	/	/
(next part)
SMILES	aSyn UTR inh	GSK3 alpha inh	AI-2 QS mod	HSF-1 act	KLF5 inhibitor	HSF1 inh	GSK3B inh	PolyA inhibitor	IEC-6 tox	HSP90 inh
Cc1ccccc1-c1ccc(C(=O)NCc2ccccc2)o1	-57	1	11	17	-27	12	1	i	-2	-2
CNc1oc(-c2cccs2)nc1C#N	-7	2	11	-3	-22	0	-5	i	-5	4
O=c1c2sc(-c3ccccc3)cc2nc2n1CCCCC2	12	-1	15	55*	-163	32	1	i	-2	3
CC(C)CC(=O)Nc1ccc(C(=O)Cn2nc(C(=O)O)c3ccccc3c2=O)cc1	12	-1	19	21	-53	2	-5	i	-4	-1
O=C(c1ccc(CSc2nc3ccncc3[nH]2)cc1)N1CCN(c2cccc(Cl)c2)CC1	8	-2	36	-13	6	-2	-25	i	9	-2
Cc1cc(C)n(Cc2ccc(Cl)nc2)n1	19	-1	3	4	-4	-2	-1	i	-2	0
Cn1c2ccccc2c2cc(/C=C(\NC(=O)c3ccccc3)C(=O)O)ccc21	1	-3	4	/	-8	/	0	i	0	5
COc1ccc(C(=O)Nc2nnc(S(=O)(=O)N3CCC(C)CC3)s2)cc1OC	-2	0	30	-16	10	-9	-2	i	1	2
CCc1ccc(N2CN(Cc3ccco3)CNC2=S)cc1	/	4	13	/	2	/	1	i	4	-1
O=C(Nc1cccc(F)c1)c1ccc2c(c1)OCCO2	-111	3	-5	57*	-107	23	0	i	3	10
COc1ccc(NC(=O)C2(S(=O)(=O)c3ccc(C)cc3)CC2)cc1OC	-17	-2	3	4	-19	4	-5	i	1	-1

HSF-1 act, what is marked active above
Structure,aSyn UTR inh,GSK3 alpha inh,AI-2 QS mod,HSF-1 act,KLF5 inhibitor,HSF1 inh,GSK3B inh,PolyA inhibitor,HSP90 inh
O=c1c2sc(-c3ccccc3)cc2nc2n1CCCCC2,12,-1,15,55*,-163,32,1,i,3
O=C(Nc1cccc(F)c1)c1ccc2c(c1)OCCO2,-111,3,-5,57*,-107,23,0,i,10

Compound activity: PubChem BioAssay, several laboratories
